Source: PubChem BioAssay
M1 PAM parental – nonselective activator or artifact in parental CHO-K1 calcium assay; hit rate 0.02% among 360,000; activation, % at 3 µM; ATP EC20, Fluo-8 calcium fluorescence; 0% at ATP EC20, 100% at ATP max;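 active = activation above the run cutoff, the mean activation of all test compounds plus 3 SD, cut at about 40% in these data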;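 also: peak over basal fluorescence ratio in a 140 s read after ATP addition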
CHRM5 PAM – potentiates acetylcholine response at human M5 receptor; hit rate 0.3% among 360,000; P08912; CHO-K1 hM5, Fluo-8 calcium, ACh EC20 PAM; 0% = ACh EC20, 100% = ACh EC100; activation, % at 3 µM;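 active = activation above the run cutoff, the mean activation of all test compounds plus 3 SD, cut at about 18% in these data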
Target sequence (P08912 whole entry, looked up): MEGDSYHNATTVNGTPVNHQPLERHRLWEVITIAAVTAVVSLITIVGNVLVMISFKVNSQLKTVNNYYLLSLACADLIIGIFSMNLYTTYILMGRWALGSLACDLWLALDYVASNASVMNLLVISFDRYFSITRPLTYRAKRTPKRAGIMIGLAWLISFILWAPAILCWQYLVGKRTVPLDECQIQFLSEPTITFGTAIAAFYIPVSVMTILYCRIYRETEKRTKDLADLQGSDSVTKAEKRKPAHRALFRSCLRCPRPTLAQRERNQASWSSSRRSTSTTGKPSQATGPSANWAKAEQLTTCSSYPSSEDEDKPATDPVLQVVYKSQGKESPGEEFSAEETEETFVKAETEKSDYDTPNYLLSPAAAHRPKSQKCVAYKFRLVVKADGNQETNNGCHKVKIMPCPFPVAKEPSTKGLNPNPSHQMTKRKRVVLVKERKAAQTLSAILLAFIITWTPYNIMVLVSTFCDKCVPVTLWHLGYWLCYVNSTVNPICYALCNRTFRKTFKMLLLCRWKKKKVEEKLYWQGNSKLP
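System – CHO-K1 hM5 cells · Compound – 3 µM, single dose · Incubation – compound preincubation 140 s before EC20 acetylcholine addition · Technique – Fluo-8 calcium fluorescence · Measure – Max/basal fluorescence ratio as % of EC20–EC100 ACh window · Benchmarks – low control EC20 acetylcholine (0%), high control EC100 acetylcholine (100%) · Replication – singlicate, one well per test compound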
CHRM4 agonist – agonists of human muscarinic M4 receptor (CHRM4); P08173; CHO-K1 hM4/Gqi5, Fluo-8 calcium fluorescence; vehicle 0%, full acetylcholine response 100%; activation, % at 3 µM; hit rate 0.14% among 360,000; AID 624127;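 active = activation above the run mean over all test wells plus 3 SD, cut at about 32% in these data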;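 also: peak over basal fluorescence ratio per well then scaled between controls; 0% = DMSO wells and 100% = acetylcholine at EC100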
Target sequence (P08173 whole entry, looked up): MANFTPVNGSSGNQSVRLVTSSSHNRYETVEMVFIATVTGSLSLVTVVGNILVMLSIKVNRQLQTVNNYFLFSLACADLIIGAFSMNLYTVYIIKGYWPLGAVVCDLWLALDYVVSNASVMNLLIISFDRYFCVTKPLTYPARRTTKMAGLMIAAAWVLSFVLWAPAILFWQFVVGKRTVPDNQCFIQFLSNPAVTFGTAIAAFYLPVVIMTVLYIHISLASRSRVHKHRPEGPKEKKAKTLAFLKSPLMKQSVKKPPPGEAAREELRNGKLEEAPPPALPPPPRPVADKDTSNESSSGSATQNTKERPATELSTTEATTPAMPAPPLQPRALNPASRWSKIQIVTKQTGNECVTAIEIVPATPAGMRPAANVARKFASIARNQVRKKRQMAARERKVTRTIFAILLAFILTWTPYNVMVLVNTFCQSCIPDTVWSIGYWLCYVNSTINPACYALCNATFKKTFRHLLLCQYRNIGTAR
CHO-K1 Ca ag – nonselective activator or artifact in parental CHO-K1 cells. Fluo-8 calcium fluorescence; scaled to maximal ATP response, vehicle zero. activation, % at 3 µM. hit rate 0.48% among 360,000. AID 602248; in the data active = activation above about 15%;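 also: untransfected CHO-K1 host cells lacking M1 receptor as counterscreen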
M4 antag – CHRM4 antagonism in calcium assay | CHO-hM4 cells, ACh EC80, Fluo-8 calcium fluorescence | inhibition, % at 3 µM | hit rate 0.73% among 360,000;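 active = inhibition above its plate's cutoff, the mean inhibition of sample wells plus 3 SD, cut at about 27% in these data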;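 also: 0% = acetylcholine EC80 with DMSO and 100% = DMSO without agonist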
M4 PAM – positive allosteric modulators of human muscarinic M4 receptor. CHO-K1 hM4/Gqi5, Fluo-8 calcium fluorescence, ACh EC20; 0% = ACh EC20, 100% = maximal ACh. AID 624126. P08173. activation, % at 3 µM. hit rate 0.4% among 360,000;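 active = activation above its plate's cutoff, the mean activation of sample wells plus 3 SD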; also: some results filed as inactive read as strong as hits
CHO-K1 Ca antag – M1 antagonist counterscreen hit in parental CHO-K1 cells; ATP-induced calcium, Fluo-8 fluorescence; inhibition, % at 3 µM; hit rate 0.6% among 360,000; AID 602250;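 active = inhibition above a per-plate cutoff, the plate's mean sample inhibition plus 3 SD, cut at about 24% in these data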;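 also: 0% = DMSO plus EC80 ATP and 100% = DMSO alone without ATP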
CHRM5 antagonist – antagonists of human muscarinic M5 receptor (CHRM5). CHO-hM5 cells, Fluo-8 calcium fluorescence, ACh EC80. hit rate 0.59% among 360,000. P08912. inhibition, % at 3 µM. AID 624040;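 active = inhibition above a per-plate cutoff, the mean of that plate's test compounds plus 3 SD, cut at about 27% in these data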;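 also: 0% = acetylcholine EC80 with DMSO and 100% = DMSO without agonist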
M5 ag – agonists of human muscarinic M5 receptor (CHRM5) | P08912 | CHO-K1 hM5 cells, Fluo-8 calcium fluorescence; 0% DMSO wells, 100% maximal acetylcholine response | activation, % at 3 µM | hit rate 0.19% among 360,000 | AID 624037;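 active = activation above the run's mean over test compounds plus 3 SD, cut at about 23% in these data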;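 also: signal is peak over basal fluorescence ratio across the kinetic read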
* hit, by the source's call.

SMILES | M1 PAM parental | CHRM5 PAM | CHRM4 agonist | CHO-K1 Ca ag | M4 antag | M4 PAM | CHO-K1 Ca antag | CHRM5 antagonist | M5 ag
COc1ccc(/C=C/c2nc(-c3ccccc3O)n[nH]2)cc1 | 18.5 | -12.3 | 6.5 | 1.0 | 1.9 | -1.4 | -7.3 | 2.8 | -0.9
Cc1ccc([C@@H]2CC=C(C(=O)O)[C@H](c3ccc(F)cc3)N2S(=O)(=O)c2ccc(C)cc2)cc1 | -14.1 | -6.5 | 0.8 | -0.4 | 1.8 | -1.8 | -0.8 | 21.4 | -1.2
CC1CCc2sc3c(c2C1)c(=O)n(CC(=O)O)c(=O)n3Cc1ccc(Cl)cc1 (centres undefined) | 2.1 | -3.0 | -0.5 | 0.7 | 0.0 | -1.0 | -8.2 | 4.0 | -1.6
Cc1nnc(SCCn2c(N3CCCCC3)nc3c2c(=O)n(C)c(=O)n3C)s1 | 20.7 | -3.0 | 1.6 | 0.8 | 0.6 | -6.2 | -9.5 | -1.6 | -1.8
O=C(NCc1n[nH]c(=S)n1-c1ccc(Cl)c(Cl)c1)c1cccs1 | 12.3 | -6.5 | 0.4 | -0.1 | -0.2 | 4.1 | -10.7 | -2.6 | -0.7
COc1ccc(C2CC(c3cccc(C(F)(F)F)c3)=NN2c2ccc(S(N)(=O)=O)cc2)cc1 (centres undefined) | 13.4 | -2.5 | -0.8 | 0.6 | -1.4 | -0.7 | -6.4 | 4.9 | -0.5
CCOC(=O)N1CCN(c2c(N3CCC(N4CCCCC4)CC3)c(=O)c2=O)CC1 | 2.6 | -3.8 | 0.5 | 0.0 | -12.6 | 0.7 | -2.6 | -2.4 | -1.2
Cc1ccc(NC(=S)NCc2cccn2C)cc1 | 4.6 | -1.8 | 2.4 | 0.6 | -4.9 | -2.2 | 0.0 | -6.3 | 0.2
CC(C)(C)c1cc(=O)n2[nH]c(N)nc2n1 | 4.4 | 8.6 | 0.1 | 0.8 | 6.1 | -4.7 | 0.5 | -16.6 | 4.7
COc1ccccc1-c1cn[nH]c1-c1ccc(OCc2ccccc2)cc1O | 16.0 | 2.7 | 0.3 | 1.2 | 3.0 | 8.6 | -12.7 | -3.5 | -2.2
Cc1cc(NC(=O)CCC(=O)N(Cc2cccs2)C(C(=O)NC2CCCC2)c2cccnc2)no1 (centres undefined) | 13.9 | -2.7 | 0.9 | -0.1 | -3.4 | -1.3 | -14.1 | -0.2 | -0.4
COc1ccc(-c2ncccc2OC(=O)C23CC4CC(CC(C4)C2)C3)cc1 | 1.1 | -2.1 | -2.1 | 0.0 | 4.9 | -7.6 | 2.6 | -2.2 | 1.6
CCOC(=O)C(C)n1cnc2sc(C)c(C)c2c1=O (centres undefined) | 17.7 | -1.2 | 0.6 | 0.2 | -20.2 | 1.6 | -9.3 | -6.2 | -3.4
CC(C)(C)c1cc(C(=O)N2CCN(c3ncccn3)CC2)ccn1 | 1.1 | 10.9 | 1.3 | 0.9 | 0.9 | 14.7 | 0.9 | -10.9 | 2.4
Cc1csc(N2CCN(c3cc4c(cc3Cl)nc(-c3ccncc3)n4CCCN3CCCC3)CC2)n1 | 7.9 | 4.5 | 2.2 | 0.9 | -3.1 | -0.4 | -7.7 | -1.7 | -3.3
CC(=O)Nc1ccc(C(=O)OCC(=O)Nc2ccc(N3CCOCC3)cc2)cc1 | 11.0 | -0.5 | 1.1 | -0.2 | 5.0 | -3.0 | -3.8 | 8.6 | -2.1
COc1cccc(NC(=O)CSc2nc(C3CC3)nc3ccccc23)c1 | 5.6 | 1.6 | 0.0 | 0.4 | -5.5 | -0.6 | -10.1 | -0.9 | -2.7
Cc1cccnc1NC(=O)C1CCN(S(=O)(=O)c2ccc3c(c2)CCC(=O)N3)CC1 | 4.4 | -6.8 | 2.7 | -0.5 | -18.8 | 7.9 | -23.2 | -3.7 | -0.1
Cc1cccc(C(=O)OCC(=O)NCc2cccs2)c1 | -15.9 | -7.3 | 1.5 | 0.0 | -8.7 | 2.8 | 11.8 | 5.2 | -1.7
O=C1/C(=C/c2ccc(S(=O)(=O)O)cc2S(=O)(=O)O)CCc2ccccc21 | 10.8 | -3.0 | 1.2 | 1.8 | 4.9 | 9.7 | -19.5 | 5.7 | 3.6
O=C(CCCCCN1C(=O)[C@@H]2Cc3ccccc3CN2C1=O)NCCc1ccccc1 | -1.7 | -3.1 | 7.3 | 5.8 | -7.7 | -3.6 | -5.6 | 0.8 | 0.0
COc1cc2c(cc1OC)C1=C(C#N)CC/C(=N\S(=O)(=O)c3cccc(Cl)c3)N1CC2 | 12.7 | 2.5 | 0.6 | 1.0 | 5.9 | 11.8 | 5.2 | -8.4 | -0.1
O=C1CCC2CN3CCc4c([nH]c5ccccc45)C3CC2C1 (centres undefined) | 8.4 | -3.1 | 1.6 | 3.4 | 5.0 | -6.0 | -4.2 | 7.5 | 1.6
C=CCn1c(COc2ccc(F)cc2)nnc1SCC(=O)Nc1cccc(S(N)(=O)=O)c1 | -13.2 | 4.3 | 0.3 | -0.2 | 3.2 | 1.5 | 8.5 | -4.5 | 1.1
O=C(Nc1cccc(NC(=O)c2cccc(Cl)c2)c1)c1cccnc1 | -7.5 | -12.8 | 23.8 | 6.2 | 18.2 | -14.9 | 15.6 | 22.5 | 1.6
CC(=O)N(c1ccc2oc(=O)sc2c1)S(=O)(=O)c1cccs1 | 10.9 | -2.5 | 0.4 | -0.1 | 4.8 | -3.3 | 5.2 | 0.1 | -3.1
Fc1cc(F)cc(NC(=S)N2CCC(c3ccccc3)C2)c1 (centres undefined) | -0.3 | 9.0 | -1.9 | -0.3 | 25.4 | -11.5 | -0.4 | -1.6 | 2.3
CC(N)c1csc(NC(=O)c2cc(C(C)(C)C)nn2Cc2ccccc2)n1 (centres undefined) | 17.4 | -1.1 | 3.0 | 0.4 | -2.9 | 2.4 | -4.1 | 3.6 | -1.8
O=C(CSc1nnc(NC(=O)C2CC(=O)N(c3ccccc3)C2)s1)NCc1ccco1 (centres undefined) | 6.1 | 1.2 | 0.1 | 0.8 | 3.2 | -0.4 | -4.3 | 2.8 | -1.8
CC(C)(C)C(=O)Nc1nnc(SCC(=O)NCc2ccco2)s1 | 26.3 | 4.2 | 0.2 | 1.1 | -5.3 | 3.8 | -5.9 | -5.2 | 1.9

The final 3 compounds of the section above come first, to join the parts:
SMILES | M1 PAM parental | CHRM5 PAM | CHRM4 agonist | CHO-K1 Ca ag | M4 antag | M4 PAM | CHO-K1 Ca antag | CHRM5 antagonist | M5 ag
CC(N)c1csc(NC(=O)c2cc(C(C)(C)C)nn2Cc2ccccc2)n1 (centres undefined) | 17.4 | -1.1 | 3.0 | 0.4 | -2.9 | 2.4 | -4.1 | 3.6 | -1.8
O=C(CSc1nnc(NC(=O)C2CC(=O)N(c3ccccc3)C2)s1)NCc1ccco1 (centres undefined) | 6.1 | 1.2 | 0.1 | 0.8 | 3.2 | -0.4 | -4.3 | 2.8 | -1.8
CC(C)(C)C(=O)Nc1nnc(SCC(=O)NCc2ccco2)s1 | 26.3 | 4.2 | 0.2 | 1.1 | -5.3 | 3.8 | -5.9 | -5.2 | 1.9
CCOC(=O)C(=O)Nc1cc(Cl)ccc1C | 16.7 | -0.2 | 1.0 | 0.3 | 10.8 | -3.4 | -2.5 | -3.7 | -0.5
CSc1nc2sc3c(c2c2nnnn12)CCCC3 | 25.9 | -2.2 | -0.9 | 1.1 | -7.2 | 13.8 | -12.3 | 6.2 | -2.0
O=c1[nH]c2ccccc2n1Cc1ccccc1 | 8.9 | -1.4 | -0.2 | -0.3 | -6.2 | -0.9 | 12.9 | 6.9 | 2.2
NCc1csc(NC(=O)Nc2cccc(Cl)c2)n1 | 3.5 | -0.6 | 0.9 | -0.1 | -2.0 | 3.1 | -5.9 | 5.5 | 1.0
CCN1CCN(Cc2ccc(OC)c(OCc3ccccc3)c2)CC1 | 11.5 | -4.8 | 0.5 | 0.7 | 8.4 | 0.4 | -2.0 | 2.9 | -3.9
Cc1ccc(-n2nnc3ccccc3c2=O)cc1C | 9.3 | -3.6 | -0.5 | -0.2 | -4.3 | -3.3 | -1.5 | 6.4 | -5.2
O=C(NCc1ccc2c(c1)OCO2)c1ccc2c(c1)OCCO2 | 11.1 | -0.2 | 0.9 | 0.4 | -1.7 | 4.8 | -16.6 | 6.4 | -1.0
Cc1ccc(-n2ncc3c2CCCC3NC(=O)CCc2c(C)noc2C)cc1C (centres undefined) | -10.5 | -3.0 | 2.7 | 2.1 | -3.7 | -6.4 | 9.2 | 6.0 | -1.4
CN(CCC#N)C(=S)Nc1ccc(F)cc1 | 8.7 | -7.2 | 0.8 | 1.3 | -9.3 | -4.8 | -6.0 | 8.0 | -1.5
CC12CCC(c3nnc(SCC(=O)Nc4cccc5ccccc45)nc31)C2(C)C (centres undefined) | 5.1 | -0.7 | 0.0 | -0.3 | -0.6 | 5.7 | 5.0 | 2.1 | -2.0
CCC(=O)Nc1ccccc1C(=O)OCC(=O)c1cccc2ccccc12 | 11.9 | -4.3 | -1.0 | 0.2 | 19.8 | -20.4 | 2.8 | 4.0 | -1.5
O=C(N/C(=C\c1cccc([N+](=O)[O-])c1)C(=O)N1CCCCC1)c1cccs1 | 10.9 | -6.4 | 1.3 | 0.8 | 16.7 | -8.4 | -10.5 | 5.5 | -1.4
Cc1ccc(C)c(OCC(=O)Nn2c(C)nc3ccccc3c2=O)c1 | 16.9 | -0.9 | 6.0 | 3.2 | -16.1 | 3.7 | -5.9 | -4.5 | 1.4
O=C1C2C3C=CC(C3)C2C(=O)N1c1n[nH]c(CCc2ccccc2)n1 (centres undefined) | 1.5 | -2.3 | 0.9 | 0.7 | -4.7 | 0.2 | -13.9 | 9.8 | -1.2
COc1ccc(CCNC(=O)c2c(C)nn(CC(C)C)c2Cl)cc1 | 8.8 | -2.8 | 1.3 | 1.0 | -0.9 | 7.8 | -7.7 | 4.8 | -1.9
CCc1nc2ccc(C(=O)NCCCN(C)C)cn2c1N(C)CCCc1ccccc1 | 20.9 | -4.6 | 0.9 | 2.9 | 15.5 | -10.5 | -1.3 | 4.2 | -2.2
O=[N+]([O-])c1ccc(C2NS(=O)(=O)N=C3CCCCCN32)cc1 (centres undefined) | 15.6 | 5.0 | 0.7 | 1.0 | 6.8 | -17.1 | -18.5 | -8.9 | 3.4
COC(=O)C(Cc1ccc(O)cc1)NC(=O)c1ccccc1 (centres undefined) | 2.6 | 0.8 | 3.1 | 0.9 | 21.3 | 17.6 | -13.8 | 15.3 | -3.8
CC(NC(=O)C1CCN(S(=O)(=O)c2cnc[nH]2)CC1)c1ccccc1 (centres undefined) | 17.3 | -1.4 | 1.1 | 1.0 | 9.2 | 5.5 | -7.1 | -4.9 | -2.6
Cc1cc(NC(=O)c2ccc3c(c2)OCO3)ccc1NC(=O)c1ccco1 | 11.1 | -1.9 | 1.3 | 1.0 | 9.1 | -1.5 | -4.5 | -0.1 | -1.4
COc1ccccc1CC(=O)Nc1ccccc1O | -10.2 | -6.4 | 0.5 | 0.8 | 3.4 | -0.7 | 0.6 | 0.3 | 2.1
Cc1cccc(OCc2nnc(-c3ccc(F)cc3)o2)c1 | -5.1 | -3.4 | 0.1 | -0.7 | 12.1 | -3.9 | -9.1 | -0.9 | -5.4
Cc1cccc(Nc2nc3c(s2)CCCC3)c1 | 21.6 | -0.5 | -1.1 | 1.0 | -7.5 | -3.9 | -10.5 | -4.0 | -2.7
